# Bioassay records: PubChem, several laboratories
# WT yeast gro inh – growth inhibition of WT yeast, mitochondrial fusion screen; mitochondrial fusion phenotypic screen, WT strain; inhibition, % at 10 µM; hit rate 2.1% among 190,000; AID 1362; in the data active = inhibition above about 58%; tested in S. cerevisiae
# Autophagy HCS – autophagy modulation, high-content screen; MEF GFP-LC3 puncta imaging; test concentration mostly 10 µM; calls only at 10 µM (by protocol); hit rate 0.98% among 190,000; AID 463193;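 active = percentage of spot-positive cells more than 3 SD above its plate mean, without a fluorescence outlier flag or 80% toxicity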;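 note: spot-positive cell cutoff set from DMSO-treated cells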
# Yfh1-depleted yeast – enhancers of respiration in Yfh1-depleted yeast, dose response, Friedreich's ataxia, plus single-dose screen (AID 1465) | S. cerevisiae Yfh1-off respiration, WST-1 reduction, 72 h; higher fold induction means a stronger effect | one-dose fold induction at 50 µM; EC50 in µM for titrated hits | hit rate 0.074% among 220,000;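 active = fold induction of absorbance versus untreated yeast above a set limit, then at least 30% activation at any dose in follow-up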;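 note: activators that raise dye reduction in frataxin-depleted yeast; strong numbers were not always called active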
# Lipid droplet – hepatic lipid droplet formation modulation | AML12 mouse hepatocytes, oleate lipid droplets, BODIPY imaging | inhibition, % at 6.5 µM | hit rate 0.4% among 240,000;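 active = lipid droplet intensity inhibited by at least 50%, with more than 500 cells counted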
#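 Material – mouse AML12 hepatocyte cell line, fixed after treatment · Compound dosing – one dose, 6.5 µM compound · Times – compound with oleate, overnight · Measured by – Image-based BODIPY and DAPI two-channel analysis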
# bCat nuc transl – modulators of beta-catenin nuclear translocation. HeLa beta-catenin nuclear translocation, immunofluorescence imaging. nuclear translocation activity, % at 5 µM. hit rate 0.3% among 190,000. AID 1665;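 active = nuclear translocation activity above 50% at 5 µM, with a well cell count of 50 or more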;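 note: per-cell ratio of nuclear to cytoplasmic median beta-catenin stain intensity; plate controls were DMSO negative control for no effect and GSK-3 inhibitor IX positive control for full effect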
#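 assay system = human HeLa cells, endogenous beta-catenin | times = compound treatment 24 h, 37°C, 5% CO2 | detection = Anti-beta-catenin immunofluorescence on PFA-fixed, Triton-permeabilized cells, DAPI nuclei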
# Dynein transport – blocks dynein driven cargo transport along microtubules | 3617.4 mouse cells, GR-EGFP nuclear translocation imaging; test concentration mostly 20 µM; stimulated with dexamethasone, 1 µM; hits give low values | z-score, hits read low | hit rate 0.47% among 220,000 | AID 1381;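 active = plate z-score of nuclear minus cytoplasmic receptor signal below a set negative limit, without overly bright fluorescence or cell loss, cut at about -3.5 in these data, passing the limit was not always enough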;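 note: z-score of nuclear minus cytoplasmic ring GR-EGFP intensity difference per well; some compounds called inactive have numbers as strong as hits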
#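 medium = tetracycline-free induction medium containing charcoal-stripped FBS | probe or stimulus = dexamethasone, 1.0 µM final | timing = 48 h induction, then 1 h compound, then 30 min agonist, 37 °C | detection = automated 10x imaging of fixed Hoechst-stained cells | read-out basis = nuclear versus cytoplasmic GR-EGFP signal, averaged per well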
# MT stabilize HCS – microtubule stabilizers in HeLa cells; HeLa tubulin immunostaining HCS, 24 h; share of cells brighter than vehicle mean+2SD; % tubulin-high responders, % at 10 µM; hit rate 0.83% among 200,000; AID 2205;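 active = plate Z-score above 3 for both tubulin-high and condensed-nucleus cell shares, with cell loss under 80%, at 10 µM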;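 note: anti alpha tubulin signal scored within the nucleus-defined area of each cell; some results filed as inactive read as strong as hits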
# Insulin prom up – MIN6 insulin promoter up-regulation. MIN6 insulin promoter-GFP reporter, high-content imaging; hits give high values. z-score at 5 µM. hit rate 0.3% among 190,000;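 active = z-score above 3 at 5 µM with at least 500 cells counted in the well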
# NOD2 inhibition – inhibition of NOD2-driven NF-kB reporter – cell-based, luminescence, uHTS, HEK293 (AID 1566); hit rate 0.63% among 290,000; one-dose inhibition, % at 4 µM; EC50 in µM for titrated hits; HEK293 NOD2/NF-kB luciferase reporter, luminescence; higher % means a stronger effect; in the data active = inhibition above about 50%; note: many of its hits are not listed in these tables
# WT yeast gro inh mutant strain – second read-out of WT yeast gro inh, no call of its own (marks repeat the call); inhibition, %; mitochondrial fusion phenotypic screen, mutant strain inhibition
# Dynein transport cytoplasmic EGFP – second read-out of Dynein transport, no call of its own (marks repeat the call); z-score; measured here: cytoplasmic GR-EGFP intensity; hits give high values
# Dynein transport nuclear GR-EGFP – recorded beside Dynein transport, whose call it bears; z-score; measured here: nuclear GR-EGFP intensity;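 lower value marks the stronger effect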
# Dynein transport cell count – further read-out of Dynein transport, marked with its call; z-score; measured here: cell count per field
# Insulin prom up cell count – also measured in Insulin prom up; calls as there; cell count; measured here: cytotoxicity, nuclei count;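 total cells summed across four imaged fields per well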
# Lipid droplet cells 6.5 µM – recorded beside Lipid droplet, whose call it bears; cell count; measured here: cell count, cytotoxicity flag;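 cells counted across two imaged fields per well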
# bCat nuc transl cell count 5 µM – further read-out of bCat nuc transl, marked with its call; cell count; measured here: cell count, cytotoxicity flag
# MT stabilize HCS Hoechst-high % – further read-out of MT stabilize HCS, marked with its call; % Hoechst-high responders; measured here: nuclear condensation Hoechst responders;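 share of cells brighter than vehicle mean plus two SD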
# MT stabilize HCS cytotoxicity % – also measured in MT stabilize HCS; calls as there; toxicity, %; measured here: cytotoxicity by cell density;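 0% = mean cell density of plate MIN control wells and 100% = no cells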
# Autophagy HCS cell loss 18 h – second read-out of Autophagy HCS, no call of its own (marks repeat the call); toxicity, %; measured here: cell loss, nuclei count;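 cell loss after 18 h compound exposure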
# Starred values were filed as active, the others as inactive; i = inactive; . = not tested or not shown. An excerpt (hit frequency here may not be typical).
# Results follow in this order: WT yeast gro inh	WT yeast gro inh mutant strain	Autophagy HCS	Autophagy HCS cell loss 18 h	Yfh1-depleted yeast	Lipid droplet	Lipid droplet cells 6.5 µM	bCat nuc transl	bCat nuc transl cell count 5 µM	Dynein transport	Dynein transport cytoplasmic EGFP	Dynein transport nuclear GR-EGFP	Dynein transport cell count	MT stabilize HCS	MT stabilize HCS Hoechst-high %	MT stabilize HCS cytotoxicity %	Insulin prom up	Insulin prom up cell count	NOD2 inhibition
Cc1ccccc1SCC(=O)N1CCN(c2ccc(C(F)(F)F)cn2)CC1
  25	10	i	-3	i	-25	713	-1.8	1048	-1	-0.11	-0.62	0.22	4.8	2.3	6.8	0.1	1522	16%
CC(C)Cn1c(N2CCN(C(=O)c3cccs3)CC2)nc2ccccc21
  3	-20	i	-5	i	.	.	2.2	1134	-0.069	-0.23	0.11	0.51	2.2	1.5	6.8	-0.55	1109	-28%
C[C@@H]1CN(CCCn2c3ccccc3c3ccccc32)C[C@H](C)N1
  34	30	.	.	i	-12	679	-3.3	1112	.	.	.	.	.	.	.	-0.44	1152	-17%
O=S(=O)(NCC1CCCO1)c1ccc(Cl)c(C(F)(F)F)c1 (stereo not drawn)
  2	-21	i	-3	i	-2	783	-2.9	1187	-0.17	-0.16	-0.051	0.85	3.8	3.6	6.8	0.26	1319	16%
CCOc1ncccc1C(=O)Nc1ccc(F)c(F)c1
  1	-9	i	-10	i	1	631	-0.5	1065	0.41	-0.22	0.29	-0.19	4.0	4.0	9.4	-0.38	1273	2%
COc1ccc(NC(=S)N2CCN(Cc3ccco3)CC2)c(OC)c1
  17	-8	i	-29	.	13	679	-2.3	1216	1.1	-0.19	0.34	-0.31	2.6	3.0	5.8	-0.19	1602	4%
NC(=O)c1ccc(NC(=O)COC(=O)c2ccc3c(c2)OCCO3)cc1
  .	.	.	.	i	1	707	0.0	1314	-0.051	2.4	0.87	-0.94	.	.	.	-0.08	953	0%
O=C(CSc1nc2ccccc2c(=O)n1-c1ccccc1)NCc1ccco1
  6	8	i	1	i	.	.	3.8	750	0.81	-0.41	0.2	-0.0023	5.2	3.1	6.1	0.7	1238	-14%
COc1cccc(-c2cc(C(=O)N3C(C)CCCC3C)no2)c1 (stereo not drawn)
  1	16	i	-20	i	-13	761	.	.	-0.58	0.11	-0.11	1.2	1.2	1.2	15	0.19	847	-69%
Cc1onc(-c2c(Cl)cccc2Cl)c1C(=O)c1c[nH]c(C(=O)NC2CC2)c1
  -8	-3	i	-31	i	-2	691	-0.6	1052	0.6	-0.17	0.0025	-0.32	4.0	2.1	7.7	-0.02	1935	13%
Cc1cccc(OCC(=O)Nc2nc3ccc([N+](=O)[O-])cc3s2)c1C
  65*	4.4*	i	-3	.	.	.	-1.6	1368	-0.51	-0.14	-0.32	0.25	1.7	1.2	7.0	-0.57	1499	43%
O=C1NN(c2ccccc2)C(=O)/C1=C/c1ccc(Sc2cccc3ccccc23)o1
  -3	10	i	0	i	-3	536	-0.4	1074	-1.2	-0.051	-0.65	0.026	3.5	3.5	5.0	-0.49	1438	-56%
COc1cc(/C=N/NC(=O)COc2ccccc2[N+](=O)[O-])ccc1OC(=O)c1ccco1
  13	-5	i	-13	i	-15	726	-1.3	981	-0.24	-0.13	-0.35	0.037	2.3	2.9	7.4	-0.33	1423	4%
O=C(O)C1CCCCC1C(=O)NCc1ccc(F)cc1 (stereo not drawn)
  21	-17	i	-1	i	3	765	-2.0	1162	-0.77	-0.22	0.24	0.83	3.6	2.9	14	0.21	1278	1%
Cc1ccc(NC(=S)N2CCSC2c2cccs2)cc1 (stereo not drawn)
  25	5	i	-1	i	-20	733	0.1	1061	0.64	0.077	0.57	0.33	3.6	2.2	10	-0.53	1266	-31%
CCOC(=O)C1Cc2ccccc2C(=O)O1 (stereo not drawn)
  -2	-2	i	10	i	.	.	-3.6	804	-1.1	-0.14	-0.6	0.099	3.6	2.9	3.2	1.3	1291	15%
COc1ccc(N2CCN(C(=O)CSc3nnc4c5cc(C)ccc5n(C)c4n3)CC2)cc1
  6	11	i	5	i	.	.	1.1	1355	1.2	-0.3	0.51	-0.41	4.8	1.8	7.6	-0.12	1660	-1%
CC1(C)CN(c2cccc(-c3ccnc4ncnn34)c2)C1=O
  -5	-11	i	-7	i	-4	728	-0.9	1068	-0.26	-0.29	-0.66	0.7	2.1	2.3	4.8	0.07	1185	7%
O=c1c(Oc2ccccc2F)coc2cc(OCc3cnn(-c4ccccc4)c3)ccc12
  1	15	i	6	i	-21	567	0.8	1133	-0.66	0.42	0.011	-0.2	3.8	2.1	5.8	-0.07	1245	13%
CCc1ccc(OCC(=O)NC(=S)Nc2ccc(C(=O)O)cc2)cc1
  .	.	.	.	i	-4	742	3.2	927	-0.45	-0.25	-0.23	0.34	.	.	.	0.01	1305	4%
CCOC(=O)N1CCN(S(=O)(=O)c2ccc(C(=O)Nc3sc4c(c3C#N)CCC4)cc2)CC1
  0	-25	i	15	.	.	.	-1.6	1429	-0.15	-0.21	0.15	-0.057	3.8	2.4	7.9	0.54	1318	15%
OCC(O)C(O)C(O)C(O)C1NCCS1 (stereo not drawn)
  6	11	i	-3	i	-11	772	.	.	-0.56	0.52	0.37	0.67	3.1	1.9	3.4	2.1	783	-11%
COc1cc(/C=N/Nc2ccccc2[N+](=O)[O-])ccc1OC(=O)c1ccccc1F
  -3	18	i	37	i	-32	685	-3.0	1033	-0.3	-0.37	0.069	-0.57	6.9	3.9	0.3	0.12	1541	-109%
CCCCn1c2c(c(=N)c3c1CCC3)CCC2
  23	-8	i	16	i	.	.	-10	804	2.3	-0.11	1.6	-1.2	2.3	1.0	3.1	-4.9	553	47%
CN1OC(c2ccccc2)=C(CO)C1c1ccccc1 (stereo not drawn)
  -19	-22	i	2	i	-8	734	3.3	483	-0.65	-0.23	-0.47	0.69	3.7	2.3	4.7	-0.07	1236	2%
Cc1ccc(C(=O)CSc2nc3cccnc3n2C)cc1
  6	6	i	3	.	-5	673	.	.	0.15	-0.041	0.35	1.7	2.4	1.8	4.5	.	.	-4%
O=C(Nc1cccc([N+](=O)[O-])c1)c1[nH]ncc1Cl
  3	-11	i	-10	i	-90	690	-3.2	544	-0.57	-0.3	-0.5	0.86	1.6	3.1	1.9	-0.13	1291	1%
COC/C=C/C1=CC2=CC(=O)C(C)(OC(=O)c3cnc4ccccc4n3)C(=O)C2=CN1C(CO)CO (stereo not drawn)
  .	.	.	.	i	6	711	0.0	1209	-0.53	-0.74	-0.22	0.63	.	.	.	-0.2	835	9%
CN1CCN(c2ccc(S(=O)(=O)N3CCCCC3)cc2NC(=O)Cc2ccc(Cl)cc2)CC1
  1	0	i	-5	i	-7	662	-2.2	1115	0.47	-0.26	0.1	-0.38	3.7	2.4	5.8	0.22	1508	21%
O=S(=O)(NC1CC1)c1ccc(S(=O)(=O)N2CCCC(c3nc(-c4cccnc4)no3)C2)cc1 (stereo not drawn)
  -16	-28	i	11	i	-4	744	-3.2	1210	0.25	-0.21	0.53	0.15	1.3	1.0	13	-0.42	969	6%

# Single entries from the results shown:
# Lipid droplet cells 6.5 µM with O=c1c(Oc2ccccc2F)coc2cc(OCc3cnn(-c4ccccc4)c3)ccc12 is entered as 567
# bCat nuc transl with COc1ccc(N2CCN(C(=O)CSc3nnc4c5cc(C)ccc5n(C)c4n3)CC2)cc1 is entered as 1.1

# Carrying on:
# Results follow in this order: WT yeast gro inh	WT yeast gro inh mutant strain	Autophagy HCS	Autophagy HCS cell loss 18 h	Yfh1-depleted yeast	Lipid droplet	Lipid droplet cells 6.5 µM	bCat nuc transl	bCat nuc transl cell count 5 µM	Dynein transport	Dynein transport cytoplasmic EGFP	Dynein transport nuclear GR-EGFP	Dynein transport cell count	MT stabilize HCS	MT stabilize HCS Hoechst-high %	MT stabilize HCS cytotoxicity %	Insulin prom up	Insulin prom up cell count	NOD2 inhibition
Cc1ccc(C(c2sc3ncnn3c2O)N2CCCCC2)cc1 (stereo not drawn)
  3	-8	i	4	i	-5	742	-4.3	1197	-0.14	-0.16	-0.041	-0.22	2.2	2.7	4.1	0.09	1225	1%
Cc1ccc(S(=O)(=O)N2C(=O)C(c3ccccc3)SC2=Nc2ccccc2)cc1 (stereo not drawn)
  6	7	i	-2	i	12	797	.	.	0.61	-0.13	1	-0.013	2.1	1.6	4.7	.	.	0%
COCC(=O)N(CCc1ccc(OC)cc1)Cc1nc2ccccc2c(=O)[nH]1
  -7	-6	i	-7	i	2	781	-2.4	1231	0.51	-0.18	0.026	-0.13	3.7	1.0	7.2	-0.26	1227	5%
CN(Cc1cn(C)nc1-c1ccccc1F)CC1CCN(Cc2ccccc2)CC1
  .	.	.	.	i	-5	722	0.3	1329	0.03	-0.14	0.0094	-0.051	.	.	.	0.4	1088	-4%
c1coc(CNc2nc3sc4c(c3c3ncnn23)CCCC4)c1
  12	10	i	9	i	.	.	-1.6	1036	-0.97	-0.16	-0.14	0.29	2.9	2.3	4.4	0.77	1268	-12%
Cc1ccc(NC(=O)C2CCN(S(=O)(=O)c3c(C)n[nH]c3C)CC2)nc1
  4	8	i	13	i	.	.	-2.4	1408	-0.26	-0.4	-0.34	1	3.2	2.4	9.8	-0.12	1607	6%
